Thrombin inh: blocks human thrombin protease activity. hit rate 0.26% among 220,000. alpha-thrombin, Boc-VPR-AMC fluorogenic substrate cleavage. inhibition, % at 5 µM;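 active means inhibition at or above 40%; inactive means inhibition below 40%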;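 further: 0% = enzyme with no compound and 100% = wells without enzyme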
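System – human alpha-thrombin · Medium – pH 7.5 Tris (50 mM) with NaCl 150 mM, Tween 20 0.05% · Compound – single-point dosing at 5 µM, 0.2% DMSO · Incubation – enzyme reaction carried out at room temperature · Technique – fluorescence of released AMC, ex 355 nm, em 460 nm · Read-out basis – % inhibition of thrombin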
Wee1 degr inh: human Wee1 degradation inhibition, primary screen | hit rate 1.2% among 220,000 | reporter increase, % at 5 µM | P30291 | HeLa Luc-Wee1K328M stability, luciferase luminescence; 100% = proteasome inhibitor MG132 effect;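 active means activation above the mean of all tested compounds plus 3 SD, set per screening run, cut at about 8.8% in these data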;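 further: cells exposed to compound for 20 h before luminescence read; 0% = DMSO alone and 100% = MG132 at 30 µM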
Runt-SMMHC FRET: inhibitors of human RUNX1 Runt domain binding to CBFb-SMMHC | Q01196+Q13951 | Cerulean-Runt/Venus-CBFb-SMMHC FRET ratio 530/480, 1 h | inhibition, % at 20 µM | hit rate 0.74% among 220,000 | AID 1434;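 active means mean inhibition across duplicate retests at 20 µM reaching about 50%, limit read from the data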;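 further: 0% = DMSO wells and 100% = wells with excess untagged CBFb-SMMHC; inhibitors lower the FRET ratio by blocking Runt binding to CBFb-SMMHC; some results filed as inactive read as strong as hits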
FXIa inh: blocks human coagulation factor XIa protease activity; P03951; purified FXIa, Boc-Glu-Ala-Arg-AMC fluorogenic substrate; inhibition, % at 5 µM; hit rate 0.14% among 220,000; AID 798;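 active means inhibition of at least 40%; inactive means inhibition below 40%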;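 further: fluorescence of freed AMC excited at 355 nm; 0% = enzyme without compound and 100% = no enzyme blank; many of its hits are not listed in these tables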
FXIIa inh: factor XIIa (human) inhibition | purified FXIIa, Boc-QGR-AMC fluorogenic substrate, 2 h | AID 800 | hit rate 0.3% among 220,000 | P00748 | inhibition, % at 5 µM; in the data active means inhibition above about 40%;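 further: 0% = enzyme with no compound and 100% = blank without enzyme; many of its hits are not listed in these tables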
14-3-3 Bad PPI: disrupts binding of bovine 14-3-3 zeta to phospho-Bad peptide; P63103; inhibition, % at 21.7 µM; hit rate 0.71% among 220,000; TR-FRET 14-3-3zeta/Dy647-pBad peptide displacement, 1 h;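 active means inhibition above about 70%, limit read from the data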;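 further: 0% = full 14-3-3 plus peptide FRET controls and 100% = background without 14-3-3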
Target sequence (P63103 whole entry, looked up): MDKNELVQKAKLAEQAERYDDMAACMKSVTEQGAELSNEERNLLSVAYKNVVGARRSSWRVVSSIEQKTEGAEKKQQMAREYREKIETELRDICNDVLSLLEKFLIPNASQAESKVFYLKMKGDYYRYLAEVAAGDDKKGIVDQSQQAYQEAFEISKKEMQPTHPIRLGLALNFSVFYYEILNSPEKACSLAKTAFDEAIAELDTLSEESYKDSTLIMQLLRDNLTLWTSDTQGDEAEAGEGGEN
hK5 inh: blocks human kallikrein 5 protease activity | recombinant hK5, fluorogenic AMC substrate cleavage | hit rate 0.59% among 210,000 | Q9Y337 | inhibition, % at 5 µM;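 active means inhibition of 40% or more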;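 further: 0% = enzyme controls without compound and 100% = no-enzyme blanks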
Target sequence (Q9Y337 67-293 limits assumed): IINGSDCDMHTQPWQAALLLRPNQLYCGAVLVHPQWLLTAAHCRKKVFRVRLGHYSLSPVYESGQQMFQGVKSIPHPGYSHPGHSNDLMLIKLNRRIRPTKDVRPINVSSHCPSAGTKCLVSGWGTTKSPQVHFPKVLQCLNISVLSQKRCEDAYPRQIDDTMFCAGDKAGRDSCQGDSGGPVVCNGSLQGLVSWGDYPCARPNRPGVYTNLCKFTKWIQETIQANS
Hck Nef HTS: inhibitors of human Hck kinase activated by Nef; inhibition, % at 20 µM; AID 463187; Recombinant Hck-YEEI plus Nef, Z-Lyte FRET kinase assay; hit rate 0.68% among 220,000;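 active means Hck-Nef kinase inhibition above about 50%, limit read from the data; inactive means inhibition below that limit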;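 further: 0% = DMSO with Hck plus Nef and 100% = Hck alone without Nef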
Target sequence (P08631 whole entry, looked up): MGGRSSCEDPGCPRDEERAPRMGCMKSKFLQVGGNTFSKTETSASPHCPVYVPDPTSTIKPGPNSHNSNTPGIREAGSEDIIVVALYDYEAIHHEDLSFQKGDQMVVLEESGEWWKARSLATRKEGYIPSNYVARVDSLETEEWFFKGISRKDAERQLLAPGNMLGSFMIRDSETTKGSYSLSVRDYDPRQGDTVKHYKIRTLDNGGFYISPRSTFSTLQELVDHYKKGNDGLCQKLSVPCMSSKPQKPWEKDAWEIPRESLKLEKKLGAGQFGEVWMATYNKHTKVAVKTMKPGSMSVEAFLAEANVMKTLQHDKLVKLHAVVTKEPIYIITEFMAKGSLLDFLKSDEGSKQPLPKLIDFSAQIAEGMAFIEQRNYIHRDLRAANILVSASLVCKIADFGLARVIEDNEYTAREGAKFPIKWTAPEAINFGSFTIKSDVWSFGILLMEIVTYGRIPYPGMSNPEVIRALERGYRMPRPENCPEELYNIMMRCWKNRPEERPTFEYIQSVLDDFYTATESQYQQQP
Runt-CBFb FRET: blocks binding of human RUNX1 Runt domain to CBFb; Q01196+Q13951; AID 1496; hit rate 0.46% among 220,000; Cerulean-Runt/Venus-CBFb FRET ratio 530/480, 1 h; inhibition, % at 20 µM;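 active means inhibition over about 50% at 20 µM in the single-dose screen, limit read from the data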;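 further: 0% = DMSO wells and 100% = excess unlabeled CBFb competitor control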
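Schedule: protein complex preformed 1 h, compound exposure 1 h, room temperature, dark; test system: Cerulean-labeled Runt domain protein; amount: 100 nM per protein; buffer or medium: Tris 50 mM pH 7.5, KCl, K2SO4, 0.01% BSA; read-out: loss of energy transfer signal; detection: FRET fluorescence; controls: 5 µM unlabeled CBFb as full-inhibition high control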
* marks the source's active call; other numbers are inactive results; . = not tested or not shown; [ ] = remark or other dose.

| Thrombin inh | Wee1 degr inh | Runt-SMMHC FRET | FXIa inh | FXIIa inh | 14-3-3 Bad PPI | hK5 inh | Hck Nef HTS | Runt-CBFb FRET | canonical_smiles |
| --- | --- | --- | --- | --- | --- | --- | --- | --- | --- |
| -3 | 0 | 1 | -2 | 6 | 0 | 13 | 2 | 3 | Nc1ncc2c(n1)-c1ccccc1CC2 |
| -10 | -2 | -3 | -11 | -3 | -4 | 15 | 6 | 0 | O=C(COC(=O)CCc1nc2ccccc2c(=O)[nH]1)Nc1ccc2c(c1)OCO2 |
| -1 | -2 | -1 | 2 | 16 | -15 | . | 1 | -2 | COc1ccc(C(=O)COc2ccc(F)cc2)c(O)c1C |
| -8 | 3 | -2 | -3 | 3 | -6 | 5 | 22 | -3 | Cc1nn(-c2ccccc2)c(N)c1N=Nc1cccnc1 |
| . | 2 | -4 | 9 | 7 | -7 | -1 | 23 | 0 | O=c1[nH]c(CN2CCOCC2)nc2ccccc12 |
| -3 | -2 | -2 | 7 | 15 | -17 | -12 | 2 | 0 | COc1cc(NC(=O)c2cccnc2Sc2ccc(Cl)cc2)cc(OC)c1OC |
| -4 | 1 | -3 | 2 | 10 | -2 | -3 | -1 | -2 | CC(=O)Nc1nc(C)nc(C)c1C(C)=O |
| 3 | -1 | -3 | 0 | 7 | -6 | -3 | -8 | 0 | Cc1cc(C)nc(NC(=O)Cc2ccc(Br)cc2)n1 |
| -11 | -2 | -1 | 5 | 8 | 4 | 0 | 11 | 1 | NC(=O)NCCCC(NC(=O)c1ccc(C#CC2(O)CCCCC2)cc1)C(=O)O (stereo not drawn) |
| -8 | -1 | 2 | -10 | 9 | -3 | 17 | -1 | -2 | Cc1ccccc1-c1ccc(=O)n(CC(=O)Nc2ccc(N3CCOCC3)cc2)n1 |
| 11 | 0 | -3 | 26 | 20 | 1 | 5 | 1 | -2 | COC(=O)c1ccc(N)cc1O |
| 1 | 9.9* | 0 | 1 | 1 | 3 | 4 | 4 | -1 | CCCCCN(C(=O)NC(=O)Nn1cnnc1)S(C)(=O)=O |
| -4 | 1 | -3 | -5 | 8 | 1 | -2 | 4 | 0 | COc1ccc(C)cc1NC(=O)C1CC(=O)N(CCc2ccccc2)C1 (stereo not drawn) |
| 4 | 1 | 57 | -5 | 6 | 13[fluorescence artefact?] | 7 | 3 | -14 | N#Cc1c(=O)c2nc(NCc3ccccc3)ncc2n2ccccc12 |
| -1 | 1 | 1 | -4 | 8 | 24 | -1 | 11 | 3 | COCCOn1c(SCCOC)nc2ccccc2c1=O |

Single records, as listed above. Order of values: Thrombin inh | Wee1 degr inh | Runt-SMMHC FRET | FXIa inh | FXIIa inh | 14-3-3 Bad PPI | hK5 inh | Hck Nef HTS | Runt-CBFb FRET
Entry for COC(=O)c1ccc(N)cc1O : 11 | 0 | -3 | 26 | 20 | 1 | 5 | 1 | -2
Entry for Nc1ncc2c(n1)-c1ccccc1CC2 : -3 | 0 | 1 | -2 | 6 | 0 | 13 | 2 | 3
Entry for COc1cc(NC(=O)c2cccnc2Sc2ccc(Cl)cc2)cc(OC)c1OC : -3 | -2 | -2 | 7 | 15 | -17 | -12 | 2 | 0
Entry for COCCOn1c(SCCOC)nc2ccccc2c1=O : -1 | 1 | 1 | -4 | 8 | 24 | -1 | 11 | 3
Entry for COc1ccc(C)cc1NC(=O)C1CC(=O)N(CCc2ccccc2)C1 (stereo not drawn) : -4 | 1 | -3 | -5 | 8 | 1 | -2 | 4 | 0

Later entries:
| Thrombin inh | Wee1 degr inh | Runt-SMMHC FRET | FXIa inh | FXIIa inh | 14-3-3 Bad PPI | hK5 inh | Hck Nef HTS | Runt-CBFb FRET | canonical_smiles |
| --- | --- | --- | --- | --- | --- | --- | --- | --- | --- |
| -5 | -1 | 2 | -2 | 5 | 10 | -2 | 27 | 10 | O=C(Cn1cnc2scc(-c3ccccc3)c2c1=O)NCc1ccco1 |
| -16 | 1 | -1 | 6 | 12 | -13 | -15 | 2 | 0 | O=C(CNC(=O)c1ccccc1Cl)Nc1ccc(F)cc1 |
| 2 | 1 | 2 | 4 | 14 | . | -32 | -1 | 3 | COc1ccc(-c2nc(C#N)c(N3CCOCC3)o2)cc1OC |
| -6 | 0 | -84 | 0 | -1 | 2 | 0 | 4 | 3 | O=C(COc1cccc2cccnc12)N/N=C/c1cccn1-c1ccc(F)cc1 |
| 3 | 7 | 0 | 2 | 10 | 3 | -9 | 0 | -1 | Cc1nn(-c2ccccc2)c(C)c1CCC(=O)O |
| -2 | -1 | 2 | 0 | 9 | -4 | 0 | 15 | 0 | COC(=O)CN(c1cc(Cl)ccc1OC)S(=O)(=O)c1ccc(C)cc1 |
| -1 | 0 | 6 | -6 | -5 | 3 | -10 | 8 | 14 | CCCc1cc(=O)n2c([nH]c3ccccc32)c1C#N |
| -7 | 1 | 0 | -12 | 5 | 1 | 3 | -1 | 1 | Cc1ccc(CSc2nnc(-c3ccc(NS(=O)(=O)c4ccccc4)cc3)o2)cc1 |
| 2 | -3 | . | -3 | 8 | -9 | 1 | 20 | . | O=C(NC1CCN(Cc2ccccc2)CC1)c1ccc2c(c1)[nH]c(=O)n2Cc1ccc(F)cc1 |
| -4 | -3 | -3 | -5 | 5 | -5 | 4 | 14 | 1 | O=C(NNC(=O)C1CCN(c2ncccn2)CC1)c1ccncc1 |
| 1 | -2 | 0 | 14 | 15 | 3 | 4 | 1 | 0 | CC(=O)N[C@H]1C[C@@H]1c1ccccc1 |
| 0 | -1 | 0 | -2 | 9 | -3 | 0 | 28 | 0 | CCOC(=O)Nc1csnn1 |
| -3 | -2 | 1 | 0 | 12 | 1 | 1 | 18 | -2 | Cn1c(SCC(=O)NCc2cccs2)nnc1-c1ccc(O)cc1 |
| 0 | 1 | -3 | -3 | 0 | -18 | -14 | -5 | 0 | COc1cc(/C=N/NC(=O)c2cccc([N+](=O)[O-])c2)ccc1OC(=O)c1ccco1 |
| -8 | -2 | 0 | -4 | -1 | -3 | -6 | -1 | 1 | CN(Cc1ccccc1)C(=O)N1CCOCC1 |
| 4 | 2 | 4 | 5 | 15 | 0 | -17 | 5 | -4 | Cc1cccc(C(=O)N2CCN(c3ccc(C(F)(F)F)cn3)CC2)c1C |
| 5 | 4 | -3 | 4 | 17 | 7 | -5 | 1 | -2 | CCOC(=O)c1ccc(NC(=O)CCc2nc(-c3ccccc3Cl)no2)cc1 |
| -2 | 6 | -4 | -11 | 6 | 3 | -16 | 11 | -1 | c1ccc(Cc2nnc(-c3ccccc3)o2)cc1 |
| 8 | -1 | -1 | -1 | 4 | -7 | 4 | 0 | -1 | CC(C)Oc1ccc(Cc2c(O)nc(NCCCN(C)C)[nH]c2=O)cc1 |
| -2 | -2 | -2 | -2 | 6 | 1 | -7 | 0 | -4 | CCCCCCCC(=O)Nc1ccc(S(=O)(=O)Nc2nccs2)cc1 |
| 3 | 7 | 1 | -2 | 1 | -7 | -3 | 5 | 2 | O=C(Nc1ccccc1)c1ccc(-c2ccc(F)cc2)s1 |
| -3 | 3 | -8 | -8 | -17 | -4 | 0 | 1 | -1 | O=C(CCNc1cc(Cl)cc(Cl)c1)c1cccs1 |
| 0 | 0 | 7 | 1 | 11 | -1 | 2 | 28 | 2 | CCCCC(=O)NC1(C(F)(F)F)NC(=O)N(C)C1=O (stereo not drawn) |
| -7 | 1 | 3 | -1 | 5 | -6 | -2 | 1 | 0 | COc1ccc(N2CC(=O)N(c3ccccc3)C2=S)cc1 |
| 2 | 3 | 4 | -6 | 9 | -8 | -20 | -2 | 2 | CC(=O)Nc1sc(NC(=O)c2ccccc2)nc1-c1cccs1 |
| -3 | 1 | 34 | -1 | 6 | -5 | 1 | -22 | 23 | Cc1sc2nc(C)n(/N=C/c3ccccc3O)c(=O)c2c1C |
| . | 5 | 1 | -2 | 9 | 2 | -3 | 15 | -2 | CN(C)CC(O)COC(c1ccccc1)c1ccccc1 (stereo not drawn) |
| -11 | 1 | 2 | -1 | 8 | -12 | 4 | 19 | -1 | O=[N+]([O-])c1ccc(C(O)CNC(=S)Nc2ccccc2)cc1 (stereo not drawn) |
| -2 | -1 | -7 | 2 | 9 | 9 | 1 | 0 | 0 | Cc1ccc(NC(=O)CCSCCC(=O)Nc2ccc(C)c(C)c2)cc1C |
| -4 | -3 | -9 | -4 | 13 | -9[fluorescence artefact?] | 9 | 7 | 3 | CCN1C=C(Cc2cccs2)C2=C(C1)C(c1cccs1)C(C#N)=C(N)O2 (stereo not drawn) |
| -2 | -1 | 1 | 2 | 8 | -12 | -6 | 1 | 2 | S=c1sc(SCCOc2ccccc2)nn1-c1ccccc1 |
| -9 | 1 | 1 | -2 | 3 | -3 | 1 | 27 | 1 | CCNc1nc(NCC)nc(N/N=C/c2cc(OC)c(OC)c(OC)c2)n1 |
| -4 | 1 | -2 | -2 | 4 | -17 | -3 | 19 | -1 | CCN(CC)C(=O)Oc1c(Cl)cc(Cl)c2cccnc12 |
| 2 | 4 | -4 | 3 | 14 | 2 | -15 | -2 | 0 | CCOc1ccc(CNC(=O)CCCOc2cc(=O)n(C)c3ccccc23)cc1 |
| -8 | 1 | 9 | -10 | -1 | 1[fluorescence artefact?] | 6 | -2 | 2 | Cc1cccc(C=Nc2ccc3c4c(cccc24)CC3)c1O |
| -5 | 0 | -3 | -3 | 6 | -4 | 2 | -5 | 0 | CN(C)CCCNC(=O)c1cc(C(=O)C2CCCCC2)c[nH]1 |
| -10 | 0 | -5 | 1 | . | -7 | -3 | -1 | 1 | O=C(Nc1ccc(Cl)cc1)c1csc(-c2ccncc2)n1 |
| 4 | 5 | 2 | 5 | 19 | -2 | -3 | -1 | 0 | COc1ccc(Cn2c(SCc3cc(C)ccc3C)nc3cc(OC)c(OC)cc3c2=N)cc1 |
| 2 | . | -2 | 3 | 13 | -4 | 5 | 24 | 0 | CCN1C(=O)N(C)[C@@H](c2ccccc2)C(C(=O)OC)=C1C |
| 9 | -3 | 2 | -2 | 6 | 58 | 2 | -2 | 2 | CCOc1ccc(C(=O)NCC(=O)OCC(=O)N2CCC(C)CC2)cc1 |
| 3 | -1 | 0 | -2 | 3 | -9 | -1 | 27 | 2 | Cc1ccc(S(=O)(=O)N2CCN(C(=O)c3ccccc3)C2)cc1[N+](=O)[O-] |
| -8 | . | -1 | 0 | 0 | -3 | -2 | 23 | -3 | CCC1=C(OC(=O)N(CC)CC)N2C(=O)OC(=NCC(=O)OC)[C@]2(C)[C@H]2C1=CC[C@H]1C(=O)N(CC(=O)OC)C(=O)[C@H]12 |
| -14 | 0 | -3 | -1 | 1 | -7 | -2 | 1 | 1 | COC(CNC(=O)c1cc(Sc2nnc(C)s2)nc2ccccc12)OC |
| -4 | -1 | 0 | 0 | 5 | 8 | -6 | -1 | 1 | CCN(CC)S(=O)(=O)c1ccc(S(=O)(=O)N2CCCC2C(=O)O)cc1 (stereo not drawn) |
| 3 | -1 | 2 | -4 | 11 | -13 | -17 | 0 | 1 | Cc1ccc(N2CCN(c3ccc(C)cc3)C(CC(=O)O)C2=O)cc1 (stereo not drawn) |

Compound activity from PubChem.
